Compound activity deposited in PubChem BioAssay by The Scripps Research Institute Molecular Screening Center.
COUP-TFII inh = NR2F2 transcriptional activity inhibitors, primary screen, cell-based, luciferase reporter, HEK293T, luminescence. HEK293T NGFI-A luciferase reporter. COUP transcription factor 2 (Homo sapiens), P24468. inhibition, % at 8.6 µM. AID 686940, 2013. actives 0.7% (n = 370,000);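 active means inhibition above a per-plate cutoff, mean inhibition of test wells between control levels plus 3 SD, cut at about 38% in these data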;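 further: cells cotransfected with COUP-TFII expression vector driving the NGFI-A reporter; 0% = median of COUP-TF2 test wells and 100% = reporter-only cells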
SRC2 inh = inhibition of GAL4-SRC2 driven luciferase reporter, primary screen, SRC2 inhibitor project, cell-based, luminescence; Nuclear receptor coactivator 2 (Homo sapiens), Q15596; HEK293 GAL4-SRC2 luciferase reporter; inhibition, % at 9 µM; actives 0.17% (n = 370,000); AID 651957, 2012;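 active means inhibition above the mean inhibition of all tested compounds plus 3 SD, set per campaign, cut at about 52% in these data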;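 further: 0% = DMSO treated cells and 100% = cells given Gossypol at 36 µM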
Target sequence (Q15596 whole entry, looked up, the tested form may be a part): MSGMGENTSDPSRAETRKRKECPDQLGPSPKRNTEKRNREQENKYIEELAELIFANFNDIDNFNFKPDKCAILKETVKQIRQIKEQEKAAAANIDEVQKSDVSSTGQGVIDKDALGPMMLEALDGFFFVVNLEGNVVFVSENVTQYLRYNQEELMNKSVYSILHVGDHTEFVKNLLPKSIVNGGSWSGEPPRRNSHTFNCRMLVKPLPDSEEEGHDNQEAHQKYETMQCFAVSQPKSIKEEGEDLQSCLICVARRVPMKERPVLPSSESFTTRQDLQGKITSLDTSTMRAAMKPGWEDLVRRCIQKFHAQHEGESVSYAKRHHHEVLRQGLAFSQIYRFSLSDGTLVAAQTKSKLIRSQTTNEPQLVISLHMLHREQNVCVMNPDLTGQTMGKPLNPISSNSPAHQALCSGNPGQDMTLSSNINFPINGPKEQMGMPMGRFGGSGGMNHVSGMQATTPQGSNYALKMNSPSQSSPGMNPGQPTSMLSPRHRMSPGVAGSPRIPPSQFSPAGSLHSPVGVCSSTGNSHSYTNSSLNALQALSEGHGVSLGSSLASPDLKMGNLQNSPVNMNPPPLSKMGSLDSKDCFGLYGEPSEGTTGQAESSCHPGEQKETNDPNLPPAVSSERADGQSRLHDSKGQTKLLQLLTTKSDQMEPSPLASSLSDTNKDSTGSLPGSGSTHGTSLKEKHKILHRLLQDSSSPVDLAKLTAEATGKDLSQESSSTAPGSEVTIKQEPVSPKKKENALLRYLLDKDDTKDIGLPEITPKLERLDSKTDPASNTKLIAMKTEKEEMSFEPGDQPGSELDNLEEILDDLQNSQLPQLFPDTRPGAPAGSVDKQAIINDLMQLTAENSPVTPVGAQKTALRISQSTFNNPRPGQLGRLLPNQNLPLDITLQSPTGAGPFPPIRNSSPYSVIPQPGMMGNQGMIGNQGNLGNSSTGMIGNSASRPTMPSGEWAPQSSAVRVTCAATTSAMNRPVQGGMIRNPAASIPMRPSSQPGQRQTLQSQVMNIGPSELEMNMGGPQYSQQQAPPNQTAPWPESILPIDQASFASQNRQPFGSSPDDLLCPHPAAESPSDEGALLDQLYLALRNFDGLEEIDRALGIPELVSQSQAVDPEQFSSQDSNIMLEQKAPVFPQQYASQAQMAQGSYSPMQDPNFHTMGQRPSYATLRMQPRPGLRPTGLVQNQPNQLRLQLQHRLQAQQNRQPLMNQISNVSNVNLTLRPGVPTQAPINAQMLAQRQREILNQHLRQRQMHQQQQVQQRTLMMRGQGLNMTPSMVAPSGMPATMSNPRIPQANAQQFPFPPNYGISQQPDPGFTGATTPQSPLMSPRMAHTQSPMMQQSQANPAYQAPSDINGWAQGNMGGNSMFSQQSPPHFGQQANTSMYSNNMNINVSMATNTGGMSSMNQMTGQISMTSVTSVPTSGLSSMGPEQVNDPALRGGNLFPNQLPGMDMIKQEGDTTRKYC
* hit, by the source's call. Not all compounds are listed. The share of hits here may be higher or lower than overall.

COUP-TFII inh,SRC2 inh,structure
-11,3,O=S1(=O)c2c(cccc2N2CCC[C@H]2CO)O[C@H]2CCN1C2
-13,3,O=C(C1CCCN(S(=O)(=O)c2ccccc2F)C1)N1CCN(Cc2ccccc2)CC1 (stereo not given)
-15,6,CCCCOCC1CN(CCCC)S(=O)(=O)c2c(F)cccc2O1 (stereo not given)
9,10,CCOC(=O)C1=C(C)N=c2s/c(=C/c3cccc(OCC(=O)O)c3)c(=O)n2C1c1ccc(F)cc1 (stereo not given)
-12,-8,COc1ccc2nc(-c3ccc(CN4CCC5(CC4)CNc4ccccc45)cc3)c(-c3ccccc3)nc2c1
-11,8,Cc1ccccc1NC(=O)N(C)[C@H]1C[C@H]2c3[nH]c4c(-c5ccc6c(c5)OCO6)cccc4c3CCN2C[C@H]1[C@H](C)O
3,-25,O=C1NC(Cc2ccccc2)c2nc3ccc(F)cc3c(=O)n2-c2ccccc21 (stereo not given)
-12,-18,O=S1(=O)c2c(cccc2N2CCSCC2)Oc2ccccc2CN1Cc1cn(Cc2cccc(F)c2)nn1
-2,4,CC(COc1ccccc1)CN1CCC(C(O)(c2ccccc2)c2ccccc2)CC1 (stereo not given)
11,6,Cc1ccc(NC(=S)NNC(=O)CSc2nc3ccccc3c(=O)n2-c2ccc(Cl)cc2)cc1
6,12,COc1ccc(S[C@]2(C(=O)N3CCCC3)CC(=O)N(C(=O)CCc3ccccc3)[C@@H]2c2ccc(OC)cc2)cc1
-14,-8,CC(C)N1CCCCC(NC(=O)c2ccc(F)cc2)C1=O (stereo not given)
-2,-4,CC(=O)N1CCCN(C(=O)CN2C(=O)CC(C)(C)S(=O)(=O)c3ccccc32)CC1
-8,0,CCN(CC)C(=O)CC[C@@H]1CC[C@]2(CCCN(S(C)(=O)=O)C2)O1
-19,-28,O=C1NC(Cc2ccccc2)c2nc3cc(F)ccc3c(=O)n2-c2ccccc21 (stereo not given)
-6,-6,Cc1cc(C)cc(C(=O)OCCN(C)C2CN(Cc3cn(Cc4ccccc4F)nn3)S(=O)(=O)C2)c1 (stereo not given)
6,-2,Cc1ccc2nc3n(c(=O)c2c1)-c1cc(Cl)ccc1C(=O)NC3Cc1ccc(O)cc1 (stereo not given)
-5,-1,COC(=O)[C@H](CC(C)C)NS(=O)(=O)c1c(F)cccc1F
-4,-9,CC1(C)CC2(CC(c3ccccc3)Oc3cc(O)ccc32)NC(=O)N1 (stereo not given)
16,10,N#CCC[C@@H]1CC[C@]2(CCCN(S(=O)(=O)c3ccccc3)C2)O1
5,7,O=C(C1CCC1)n1ccc2ccc(-c3ccc4ccn(Cc5ccccc5)c4c3)cc21
-10,4,C[C@@H]1CN([C@H](C)CO)C(=O)c2cc(NC(=O)Nc3ccccc3)ccc2O[C@@H](C)CCCCO[C@H]1CN(C)S(C)(=O)=O
-5,-9,O=C1CC(N2CCOCC2)=NC(=O)N1c1ccc(Br)cc1
-5,-36,CC(C)[C@@H](C)/C=C/[C@@H](C)[C@H]1CC[C@@H]2[C@]1(C)CCC1[C@]23C=C[C@]2(C[C@@H](O)CC[C@]12C)N(c1ncc(C(F)(F)F)cc1Cl)O3 (stereo not given in full)
-6,-9,COC(=O)C1=C(C)N(Cc2cccc(C(F)(F)F)c2)C(=NCc2ccc3c(c2)OCO3)NC1c1ccc(F)cc1 (stereo not given)
-5,2,COc1cccc(Cn2cc(COC(=O)NCCc3c[nH]c4ccccc34)nn2)c1
-25,-25,COc1ccc(-c2csc(NNC3=NCCCCC3)n2)cc1
5,1,COc1ccc(S[C@]2(C(=O)N(C)C)CC(=O)N(S(=O)(=O)c3ccc(F)cc3)[C@@H]2c2ccc(OC)cc2)cc1
27,-3,Cc1cc(N2CCN(CC(C)(C)O)C[C@H]2C)ccc1N1CCN(CC(C)(C)O)[C@@H](C)C1
-2,2,C=CCN=C1NC(CCc2ccccc2)C(C(=O)OC)=C(C)N1Cc1cccc(C(F)(F)F)c1 (stereo not given)

A second format for some results above:
Compound | COUP-TFII inh | SRC2 inh
COC(=O)[C@H](CC(C)C)NS(=O)(=O)c1c(F)cccc1F | -5 | -1
COc1ccc(S[C@]2(C(=O)N(C)C)CC(=O)N(S(=O)(=O)c3ccc(F)cc3)[C@@H]2c2ccc(OC)cc2)cc1 | 5 | 1
COc1ccc2nc(-c3ccc(CN4CCC5(CC4)CNc4ccccc45)cc3)c(-c3ccccc3)nc2c1 | -12 | -8
CC(C)[C@@H](C)/C=C/[C@@H](C)[C@H]1CC[C@@H]2[C@]1(C)CCC1[C@]23C=C[C@]2(C[C@@H](O)CC[C@]12C)N(c1ncc(C(F)(F)F)cc1Cl)O3 (stereo not given in full) | -5 | -36
N#CCC[C@@H]1CC[C@]2(CCCN(S(=O)(=O)c3ccccc3)C2)O1 | 16 | 10

Some of the entries so far, tab-delimited:
Structure	COUP-TFII inh	SRC2 inh
COC(=O)C1=C(C)N(Cc2cccc(C(F)(F)F)c2)C(=NCc2ccc3c(c2)OCO3)NC1c1ccc(F)cc1 (stereo not given)	-6	-9
COc1cccc(Cn2cc(COC(=O)NCCc3c[nH]c4ccccc34)nn2)c1	-5	2

(continued)
COUP-TFII inh,SRC2 inh,structure
-21,-28,Nc1nc(SCC(=O)NCCc2ccccc2)[nH]c(=O)c1-c1ccccc1
1,-6,COC(=O)CC(=O)CC(NS(=O)(=O)c1ccc(C)cc1)c1ccccc1 (stereo not given)
-8,1,CC(C)(C)c1cc(CN2CCCCC2)cc(C(C)(C)C)c1O
2,-17,CC(=O)N1CCCN(S(=O)(=O)c2ccc3c(c2)oc(=O)n3C)CC1
5,14,COc1ccc(S[C@]2(C(=O)N3CCN(c4ncccn4)CC3)CC(=O)N[C@@H]2c2ccc(OC)cc2)cc1
29,39,COc1ccc(C)cc1Nc1n[n+](-c2ccccc2)c(-c2c(Cl)cccc2Cl)s1
-16,-11,C=C(C)CSc1nnc(-c2cc(-c3ccccc3)n[nH]2)n1N
21,-14,COC(=O)[C@]12C[C@H](CC(=O)N3CCN(C(=O)C4CC4)CC3)C(=O)N(Cc3ccc(Cl)cc3Cl)C1=C[C@H](C(C)C)O[C@@H]2C1CC1
-24,7,Fc1ccc(N2CCN(C3=Nc4ccccc4Sc4ccccc43)CC2)cc1
11,-5,Cn1cc(/C=N\NC(=O)C2COc3ccccc3O2)c2ccccc21 (stereo not given)
-2,-7,Cc1ccc([C@H]2C[C@]34CN(Cc5ccccc5)S(=O)(=O)[C@H]3C[C@H]2O4)cc1
-41,-44,Cc1ccc(NC(=O)CCS(=O)(=O)c2ccccc2)cc1C
4,3,COc1cc(OC)cc(C(=O)Nc2ccc(S(=O)(=O)Nc3cc(C)nc(C)n3)cc2)c1
10,-7,COCc1[nH]nc2c1C(c1ccc3c(c1)OCO3)N(Cc1ccccc1)C2=O (stereo not given)
-45,-35,Nc1nc(-c2ccc(Cl)cc2)cs1
-5,-8,CCCCCCN1CCS(=O)(=O)N(Cc2ccc(C)cc2)C(C(=O)OC)C1 (stereo not given)
9,-1,COC(=O)C[C@@H]1CC[C@@H]2[C@@H](COc3ccc(NC(=O)c4ccc(F)cc4)cc3C(=O)N2C)O1
7,2,COc1ccc(-c2ncn(CCc3ccccc3OC)c2C(C)C)cc1
1,-20,Cc1cc(NS(=O)(=O)c2ccc(NC(=O)CSc3nnc(-c4ccc(C(C)(C)C)cc4)n3Cc3ccco3)cc2)nc(C)n1
25,14,Cc1ccc(-n2c(SCC(=O)C(C)(C)C)nnc2-c2cccc(C)c2)cc1
-9,-45,Fc1ccc(-c2nc3c4ccccc4ccn3c2Cc2cccc(F)c2)cc1
-2,23,C=CCN1[C@H](C)COc2cccc(N3CCCC3)c2S1(=O)=O
-33,9,CC1CCN(c2ccc(C(=O)O)cc2NS(=O)(=O)c2ccc(F)cc2)CC1
-2,5,Nc1c(C(=O)c2ccccc2O)cnn1-c1ccc(S(=O)(=O)N2CCOCC2)cc1[N+](=O)[O-]
16,-2,COC(=O)[C@]12C[C@H](CC(=O)N3CCSCC3)C(=O)N(Cc3cccc4ccccc34)C1=C[C@H](C(C)(C)C)O[C@@H]2C
16,2,CCCCN(C)C(=O)CSc1nnc(-c2cccnc2)n1C1CCCCC1
3,17,Cc1ccccc1C(=O)NC1CCCCN(Cc2cccc(C(F)(F)F)c2)C1=O (stereo not given)
-3,-17,COCCCNC(=O)CN1C(=O)C2CCCCN2C(=O)c2ccccc21 (stereo not given)
-10,-67,Cc1ccc(C(=O)N2O[C@]34C=C[C@]25C[C@@H](O)CC[C@]5(C)C3CC[C@]2(C)[C@@H]([C@H](C)/C=C/[C@H](C)C(C)C)CC[C@H]24)cc1 (stereo not given in full)
19,-22,CCOC(=O)C1(Cc2ccccc2)CCN(Cc2cn(C(C)=O)c3ccccc23)CC1
4,14,CCCN(C(=O)CCc1cn(CCC)c2ccccc12)c1ccc(N(C)c2ccccn2)cc1
-21,2,C=CCN=C1NC(c2ccc(Cl)cc2)C(C(=O)OC)=C(C)N1Cc1ccccc1C(F)(F)F (stereo not given)
28,12,CCc1cc2c(nc1CC)CCCN2S(=O)(=O)c1ccc(OC)cc1
0,-4,CCc1c(-c2ccc(Br)cc2)ncn1CCc1ccccc1OC
-6,13,CC(=O)N1CCN(c2ccc(N3CCN(C(C)=O)[C@@H](C)C3)c(C)c2)[C@@H](C)C1
3,4,Cc1ccccc1-c1cccc2c3c([nH]c12)[C@@H]1C[C@H]2[C@@H](C(=O)N1CC3)[C@H](C)ON2C
-12,-8,CC1(C)CC(=O)C=C(Nc2ccccc2NC(=O)c2ccc(F)cc2F)C1
-7,-4,N#Cc1cccc(C(=O)NCC2CCN(C(=O)C(=O)c3cc4ccccc4o3)CC2)c1
-14,11,CCCCCC(=O)NC1CCCCN(Cc2ccc(C)cc2)C1=O (stereo not given)
12,-15,OCC1SC(O)C(O)C(O)C1O (stereo not given)
-16,10,CC1(C)CC(=O)C=C(C2CC2)C1=O
-9,-4,C[C@H](CO)N1C[C@H](C)[C@H](CN(C)C(=O)Nc2cccc(F)c2)Oc2cc(Br)ccc2S1(=O)=O
10,-11,COc1ccc(-n2c(COc3ccc(C)cc3)nnc2SCC(=O)Nc2ccc(Oc3ccccc3)cc2)cc1
10,11,O=C(CCc1ccccc1)N[C@H]1[C@H](OC(=O)c2ccco2)CCC[C@@]12C(=O)N(Cc1ccccc1)c1ccccc12
16,3,COc1ccc(CCNC(=O)c2cc3c(C)nn(-c4ccccc4)c3s2)cc1OC
-2,-22,Brc1ccccc1C1Cc2nnccc2CN1 (stereo not given)
4,11,CC(C)C[C@@H]1COc2cc(F)ccc2S(=O)(=O)N1C
-12,24,O=c1c(Cl)c(Cl)cnn1Cc1ccccc1Cl
-16,29,Nc1nc(F)nc2c1ncn2[C@@H]1O[C@H](COP(=O)(O)O)[C@@H](O)[C@@H]1O
6,-25,O=S1(=O)c2c(NCc3ccco3)cccc2Oc2ccccc2CN1Cc1cn(Cc2ccccc2C(F)(F)F)nn1
-12,4,Cc1cccc(NC(=O)Nc2nc3ncccn3c2-c2ccc(F)cc2)c1
6,13,CC(C)C[C@H]1COc2cccc(N3CCCCC3)c2S(=O)(=O)N1
8,-17,COCCCN1C(=O)[C@H](CC(=O)NCc2ccc(OC)c(OC)c2)[C@]2(C(=O)OC)CCCCC=C12
-11,-5,C[C@H]1CN(c2ccc(N3CCNC[C@@H]3C)cc2C#N)CCN1Cc1ccccc1
0,3,CCCCN1CCN(C2=Nc3ccccc3Sc3ccccc32)CC1
-20,-38,Cc1ccc(C(=O)NC2CCCCN(Cc3cccc(F)c3)C2=O)cc1 (stereo not given)
-14,6,COc1ccc(Cn2cc(COC(=O)NCC(C)C)nn2)cc1
-2,-6,CCn1c(SCC(=O)NN=Cc2c[nH]c3ccccc23)nc2ccccc21
-8,-26,COc1ccc(NC(=O)NC2CCN(S(=O)(=O)c3ccc(F)cc3)CC2)cc1OC
0,-6,Cc1cccc(/C=C/c2onc(C)c2[N+](=O)[O-])n1

Other structures follow.
COUP-TFII inh,SRC2 inh,structure
-10,-16,O=S1(=O)c2ccc(N3CCC[C@@H]3CO)cc2O[C@H]2CCN1C2
-5,-30,CN1CCN(CC(=O)Nc2ccc(OCc3ccccc3)cc2)CC1
11,3,COc1cc2c(c(OC)c1OC)[C@@]1(c3ccccc3)CCCC[C@H]1[C@@H]2NC(=O)C(F)(F)F
6,18,Cc1[nH]c2ccccc2c1CC(=O)Nc1ccc(Nc2cccnc2)c(-c2cc(F)cc(F)c2)c1
6,16,Cc1cc(Oc2cccnc2)ccc1NC(=O)Cc1cn(C)c2ccccc12
2,2,CC1CN(C(=O)/C(C#N)=C2\N=C(NC(=O)c3ccccc3Cl)c3ccccc32)CC(C)O1 (stereo not given)
-13,-6,CC(=O)Nc1ccc(S(=O)(=O)NC(CC(=O)NC2CCCCC2C)C(C)C)cc1 (stereo not given)
10,9,C[C@H]1CN([C@@H](C)CO)C(=O)CCCn2cc(nn2)CO[C@@H]1CN(C)S(=O)(=O)c1ccccc1F
11,9,COc1ccc(OCC2CN(C3CCCC3)S(=O)(=O)CCO2)cc1 (stereo not given)
15,-6,CC(=O)NC1CCCCN(C)C1=O (stereo not given)
3,2,COc1ccc(CN=Nc2cc(C)nc(NS(=O)(=O)c3ccccc3Cl)n2)cc1
13,-12,COc1ccc(-c2cc(C(=O)NN=Cc3ccc(-c4ccccc4)cc3)[nH]n2)cc1

By substructure, those above containing bromine.
COUP-TFII inh,SRC2 inh,structure
-5,-9,O=C1CC(N2CCOCC2)=NC(=O)N1c1ccc(Br)cc1
0,-4,CCc1c(-c2ccc(Br)cc2)ncn1CCc1ccccc1OC
-9,-4,C[C@H](CO)N1C[C@H](C)[C@H](CN(C)C(=O)Nc2cccc(F)c2)Oc2cc(Br)ccc2S1(=O)=O
-2,-22,Brc1ccccc1C1Cc2nnccc2CN1 (stereo not given)
